ERK EGF block = EGF-driven ERK pathway inhibition; HEK293-V1b, EGF-stimulated phospho-ERK AlphaScreen; Potency, µM (series often up to 11.5 µM), without a hit: at the highest dose activity change, negative = inhibition, most hits filed as inhibitors; 130,000 tested, 0.41% active; active = well fitted inhibition curve with a large enough effect; inconclusive = small, poorly fitted or top-dose-only effect, or effect the other way;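 note: plate controls were stimulated vehicle wells for no effect and unstimulated vehicle basal for full effect; nearly all actives have a fitted effect of over 55% in size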
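Stably V1b-transfected HEK293 cells; 30 min compound, then EGF 25 nM final for 5 min at 37C; 10 min lysis; phospho-ERK by AlphaScreen after 5 hr beads at room temperature.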
Active calls of the source: *; ? = inconclusive; & = joins results of further samples; [ ] = another dose, or the depositor's remark. Potency is the fitted concentration of half-maximal effect. These rows are one share of the data, so the mix of outcomes need not match the whole.

SMILES	ERK EGF block
CC1=C2C(O)C(=O)OC3CC4C(C)(C)C(=O)C=C[C@]4(C)C(CC1)[C@@]23C (stereo partly drawn)	-2.8%
O=C(CCc1nc(-c2ccccc2Cl)no1)NCc1ccco1	5.6%
NC(=O)C1CCN(C(=O)Cc2ccc([N+](=O)[O-])cc2)CC1	-7.2%
Nn1c(SCc2ccccn2)nncc1=O	-0.8%
Cc1ccc(S(=O)(=O)NC2c3cccc4cccc(c34)C2Sc2ncccn2)cc1 (stereo not drawn)	2.1%
COc1ccc(CNC(=O)C2CCC(CNc3c(N4CCC(C)CC4)c(=O)c3=O)CC2)cc1 (stereo not drawn)	5.1%[57.5 µM]
CCN1CCN(C(=S)NCC2CCCO2)CC1 (stereo not drawn)	16.6%
CN(C)C(=S)c1ccc(N(C)C)cc1	0.7%
CCn1cc(CNC(=O)CCc2nnc(CCC3CCCCC3)o2)cn1	8.2%
Cc1c(C(=O)Nc2ccc(Cl)cn2)oc2ccccc12	-7.4%
Cn1cccc1/C=C(/C#N)c1ccc(F)cc1	-4.5%
CC1CCCN(C(=O)C(C)Nc2cc(Cl)ccc2N2CCOCC2)C1 (stereo not drawn)	3.3%
CCOc1ccc2c(c1)c(N=NC(=N)N)c(O)n2C	4.0%
N#C/C(=C(/O)c1ccc(F)cc1)c1nc2ccccc2s1	-0.8%
O=C(NCCCn1ccnc1)C(=O)NCC1OCCN1S(=O)(=O)c1ccc(Br)cc1 (stereo not drawn)	0.8%
CC1(C)OC2OC(COC(=O)c3ccc([N+](=O)[O-])cc3)C3OC(C)(C)OC3C2O1 (stereo not drawn)	-11.8%
Cc1ccc(OCc2ccc(C(=O)Nc3nc4ccccc4n3C)o2)c([N+](=O)[O-])c1	-4.9%
Cc1ccc(/C=N/NC(=S)NC2CCCCC2)o1	0.6%[57.5 µM]
CCOC(=O)N1C=CC=C[C@@H]2[C@@H](N3C(=O)c4ccccc4C3=O)C(=O)N21	10.6%
COc1ccc(NS(=O)(=O)c2cc(NC(=O)c3cnc(C)cn3)ccc2N2CCCC2)cc1	0.6%
COCCNc1ccc(S(=O)(=O)N2CCCC2)cn1	5.7%
COc1ccc(C2C(C(=O)c3ccccc3)=C(C)Nc3nc4ccccc4n32)cc1OC (stereo not drawn)	7.5%
Cc1cc(Br)ccc1S(=O)(=O)n1ccnc1C	-7.9%
Cc1cc(C)nc(SCC(=O)Nc2cccc(S(=O)(=O)N(C)C)c2)n1	-4.0%
O=C(Cc1cnc2ncnn2c1)N1CCc2c([nH]c3ccccc23)C1c1ccccc1F (stereo not drawn)	-0.2%
Cc1ccccc1CN(C)CC(=O)Nc1cccc(S(=O)(=O)N(C)c2ccccc2)c1	8.1%
CCN1C(=O)CCC(C(=O)O)C1c1ccc(OC)cc1 (stereo not drawn)	-7.5%[57.5 µM]
CCO[C@H]1OC(C(=O)NC2CC2)=C[C@@H](c2ccc(C(F)(F)F)cc2)[C@@H]1CCCO	-12.5%[57.5 µM]
CCS(=O)(=O)N1CCN(C(=O)CCC2CCCC2)CC1	8.6%
c1ccc2c(c1)CCCc1cc(NCCN3CCOCC3)nnc1-2	-12.3%[25.7 µM]
C/C(=N\NS(=O)(=O)c1ccc(C)cc1)c1cc2ccccc2oc1=O	-6.9%
Cc1cccc2cc(COC(=O)c3cccc([N+](=O)[O-])c3)c(=O)[nH]c12	-25.1%[57.5 µM]
Cc1ccccc1Nc1nc(N)nc(COC(=O)c2ccccc2)n1	-14.5%
CNNC(=S)Nc1cccc(SC)c1	-9.9%[57.5 µM]
COc1ccc(N(CC(=O)NCc2cccnc2)S(=O)(=O)c2ccccc2[N+](=O)[O-])c(OC)c1	2.4%
CC(=O)Nc1ccc(/C=N/NS(=O)(=O)c2cc(C)ccc2C)cc1	7.7%[57.5 µM]
CSc1cccc(NC(=S)N(CCCN2CCCC(C)C2)Cc2cccs2)c1 (stereo not drawn)	-1.7%
O=C(NC1CCCCC1)c1ccc(S(=O)(=O)c2ccccc2Cl)c([N+](=O)[O-])c1	-2.1%
O=C(COc1ccccc1)NCCn1ccc2ccccc21	5.1%
CC(Nc1nc(-c2ccccc2O)nc2ccccc12)c1ccccc1 (stereo not drawn)	12.6%[57.5 µM]
S=C1NCCc2ccc(Cl)cc2C1c1ccccc1 (stereo not drawn)	4.8%
O=C1C=CC(=O)c2c(O)c(Cl)c(Cl)c(O)c21	?
CCC(=O)OCC(=O)Nc1ncc(C(F)(F)F)cc1Cl	3.5%[57.5 µM]
COc1ccc(C(C(=O)NCCC(C)C)N(CCN2CCOCC2)C(=O)Cn2nnc3ccccc32)c(OC)c1 (stereo not drawn)	9.3%
CS(=O)(=O)c1ccc(Cl)c(NC(=O)CCc2ccccc2)c1	-4.0%

Part of the list above, set out differently:
> CNNC(=S)Nc1cccc(SC)c1
- ERK EGF block: -9.9%[57.5 µM]
> COc1ccc(N(CC(=O)NCc2cccnc2)S(=O)(=O)c2ccccc2[N+](=O)[O-])c(OC)c1
- ERK EGF block: 2.4%
> CC(=O)Nc1ccc(/C=N/NS(=O)(=O)c2cc(C)ccc2C)cc1
- ERK EGF block: 7.7%[57.5 µM]
> CSc1cccc(NC(=S)N(CCCN2CCCC(C)C2)Cc2cccs2)c1 (stereo not drawn)
- ERK EGF block: -1.7%

The list continues:
SMILES	ERK EGF block
Cc1cc(C)n(-c2nc3ccccc3nc2N2CCOCC2)n1	2.8%
CC(C)(CO)NCc1cccc(OCc2ccc(Cl)cc2)c1	2.8%
COC(=O)CCCCCN1C(=O)/C(=C\c2ccncc2)SC1=S	?
O=C(/C=C/c1ccccc1Cl)N1CCN(c2ncccn2)CC1	8.4%
NC(=S)N1OC[C@@H]2COc3ccc4ccccc4c3[C@@H]21	-6.1%
Cc1c(-c2cccs2)[n+](=O)c2c(n1[O-])CCCC2	5.1%
Cc1onc(C(=O)NN)c1C(=O)N1CCN(C(c2ccccc2)c2ccccc2)CC1	5.6%
Cc1nn(-c2ccccc2)c(Cl)c1/C=N/NC(=O)CNc1n[nH]c(=O)[nH]c1=O	10.0%
Nc1cc(=O)[nH]c(=O)n1-c1cccc(F)c1	2.4%
COCc1cc(=O)[nH]c(/N=C(\N)Nc2c(F)cccc2F)n1	1.9%[57.5 µM]
COC(=O)c1ccc2c(=O)n(Cc3ccc(C(=O)NC4CCCC4)cc3)c(=S)[nH]c2c1	6.0%
COC(=O)c1c(-c2cc(OC)c(OC)c(OC)c2)c2ccnc(OCc3ncccn3)c2c(=O)n1Cc1ccnc(C)c1	3.5%&-4.8%
CCOc1ccccc1NC(=S)N1CCC(c2nc3ccccc3o2)CC1	3.7%
NS(=O)(=O)c1ccc(N/C=C\C(=O)c2ccc(F)cc2)cc1	-0.7%
COc1ccc(C(=O)c2oc3ccc(OC)cc3c2N)cc1	-6.8%
CCc1ccc(NC(=O)C(=O)NNC(=O)COc2cccc(OC)c2)cc1	8.6%
N/C(=N\OC(=O)c1cccc(Br)c1)c1ccncc1	?
O=C(COC(=O)c1ccc(S(=O)(=O)NCc2ccco2)cc1)c1ccccc1	-8.4%
O=C(COc1ccccc1)N1CCN=C1SCc1ccccc1	-4.2%
O=C(COC(=O)C12CC3CC(CC(Br)(C3)C1)C2)N1CCOCC1	1.0%
CCN(CC)S(=O)(=O)c1ccc(C(=O)/C=C/c2ccc(-c3ccc([N+](=O)[O-])cc3)o2)cc1	1.2%[57.5 µM]
O=C(COC(=O)CCc1ccccc1)NC12CC3CC(CC(C3)C1)C2	-8.5%
O=C(N/N=C\C=C\c1ccco1)c1cncc(Br)c1	1.0%[57.5 µM]
N/C(=N\N=C\c1ccco1)SC1CC(=O)N(c2ccccc2)C1=O (stereo not drawn)	-9.3%
CCOc1ccc(N2C(=O)CC(SCc3nc4ccccc4[nH]3)C2=O)cc1 (stereo not drawn)	-8.8%[57.5 µM]
CCn1ccc(C(=O)Nc2cccc(Cl)c2)n1	1.8%
CCCCN(C)CC(O)Cn1cc(/C=C/C(=O)c2cccs2)c2ccccc21 (stereo not drawn)	25.2%
O=C1c2ccccc2C(=O)C1c1ccccc1	?
CCOc1ccc(/C=N/NC(=O)C2(O)c3ccccc3-c3ccccc32)cc1	5.2%
Cc1ccc(CNC(=O)c2ccc3c(=O)c(O)c(-c4ccc(C)cc4)[nH]c3c2)cc1	0.1%[57.5 µM]
O=C(OCC(=O)N1CCCCC1)c1cc(NS(=O)(=O)c2ccc(Cl)c([N+](=O)[O-])c2)ccc1O	-0.7%
O=C(Nc1ccc(Cl)cc1)C1CC(=O)n2c(nc3ccccc32)N1 (stereo not drawn)	4.1%
COc1ccc(C(CCNCc2ccc(OC(C)C)cc2)C(C)C)cc1 (stereo not drawn)	?
COc1ccc(C2=NN(S(=O)(=O)c3ccccc3)C(c3ccccc3)C2)cc1 (stereo not drawn)	1.5%[57.5 µM]
CC(Sc1ccsc1[N+](=O)[O-])C(=O)N1CCN(c2ccccn2)CC1 (stereo not drawn)	3.7%
COc1ccc(CCNS(=O)(=O)c2cccc3cccnc23)cc1OC	-5.3%[57.5 µM]
CCCCCCCCCCCCC(=O)CCCCC(=O)O	0.5%[57.5 µM]
O=C(NCC(c1cccnc1)N1CCOCC1)c1ccc2c(c1)OCO2 (stereo not drawn)	5.8%
O=C(COc1ccc(Br)cc1Cl)Nn1cnnc1	-4.5%
CC(=C/c1ccccc1)/C=N/NC(=O)c1ccccn1	-0.5%[57.5 µM]
Cn1cc(CN2CCC(O)CC2)c(-c2ccc(Oc3ccccc3)cc2)n1	-8.0%[57.5 µM]
CCCCN(CC)Cc1ccc(CNC(=O)Nc2ccc(Cl)cc2)o1	?
Cc1cc(C)n(C(=O)/C=C/c2cccs2)n1	8.1%[57.5 µM]
CC(C)Oc1ccc(C(=O)Nc2cccc3cccnc23)cc1	1.9%
CCNC(=O)Cn1c(=O)c(=O)n(Cc2ccccc2)c2ccc(Cl)cc21	2.6%
O=C(C1=C[C@@H](c2ccc3c(c2)OCO3)C[C@@H](OCCCCO)O1)N1CCN(Cc2ccc3c(c2)OCO3)CC1	2.4%[57.5 µM]
CCNC(=S)NNC(=O)c1ccc(OC)cc1	-1.4%
O=[N+]([O-])c1ccc2c(c1)C(O)n1ncnc1S2 (stereo not drawn)	-1.9%
Cc1c(NC(=O)CN2C(=O)NC3(CCCCC3)C2=O)c(=O)n(-c2ccccc2)n1C	-14.3%
NC(=S)Nc1nccc(-c2cccs2)n1	-1.9%
Cc1ccc(/C=N/NC(=O)Nc2ccccc2)o1	-3.7%
COCCCNC(=S)N/N=C/c1ccc(OC)c(Br)c1	-14.9%[57.5 µM]
CC(/C=C/c1ccccc1F)=N\NC(=O)c1cccc(F)c1	1.2%
COc1ccc(Cc2nc(N)nc(N)n2)cc1	4.0%
CC(C)CNS(=O)(=O)c1ccc(CCC(=O)NC2CCCC2)cc1	-8.7%
CCN1CCN(C(c2cccs2)C(C)NC(=O)c2ccccc2)CC1 (stereo not drawn)	14.1%
O=C1N(Cc2cccc(Cl)c2)C[C@@H]2C[C@@H](c3ccccn3)N3CCC[C@@]123	-4.3%
O=C(NNC(=O)c1cc(C(F)(F)F)cc(C(F)(F)F)c1)c1ccc(Cl)cc1	-7.0%[57.5 µM]
C=CCn1c(SCC(=O)Nc2nc3ccccc3s2)nc(O)c(CC)c1=O	-5.4%[57.5 µM]
COc1ccc(/C=N/NC(=O)CC(=O)NCc2cccnc2)c(OC)c1	-0.2%

Some of the entries so far, with bars between the fields.
canonical_smiles | ERK EGF block
Cc1c(-c2cccs2)[n+](=O)c2c(n1[O-])CCCC2 | 5.1%
S=C1NCCc2ccc(Cl)cc2C1c1ccccc1 (stereo not drawn) | 4.8%
CC1=C2C(O)C(=O)OC3CC4C(C)(C)C(=O)C=C[C@]4(C)C(CC1)[C@@]23C (stereo partly drawn) | -2.8%
COC(=O)CCCCCN1C(=O)/C(=C\c2ccncc2)SC1=S | ?
O=C(COc1ccccc1)NCCn1ccc2ccccc21 | 5.1%
CCNC(=O)Cn1c(=O)c(=O)n(Cc2ccccc2)c2ccc(Cl)cc21 | 2.6%

Continuation.
SMILES	ERK EGF block
C#CCOCCOCCOCCNc1nc(N2CCN(C(=O)[C@H]([C@@H](C)CC)n3cc([C@@H](N)CO)nn3)CC2)nc(N2CCN(C(=O)[C@H](CCCCN)n3cc([C@@H](N)CC(C)C)nn3)CC2)n1	-9.9%[57.5 µM]
CCOC(=O)c1cccnc1SCC(=O)NC(C)CC (stereo not drawn)	5.2%
Nc1nc2c(nc(Sc3ccc(Cl)cc3)n2C2OC(CO)C(O)C2O)c(=O)[nH]1 (stereo not drawn)	24.6%
CC(=O)N1CCC[C@@]2(CCN(C(=O)Nc3ccccc3)C2)C1	15.1%
Cc1ccc(OCC(=O)N2CCN(C(=O)c3ccco3)CC2)cc1	5.3%
CCN(CC)S(=O)(=O)c1ccc(N2CCCC2)c(NS(=O)(=O)c2ccc(OC)cc2)c1	1.0%
O=C(NCc1ccco1)c1ccccc1-c1nc(-c2ccc(F)cc2)no1	-2.1%[57.5 µM]
O=C(CCC(=O)N(CC(=O)NC1CCCC1)C1CCCCC1)Nc1ccccn1	-5.2%
Cc1sc2nc(CSc3n[nH]c(N)n3)[nH]c(=O)c2c1C	5.1%
CC(CO)NCC12CC3CC(CC(C3)C1)C2 (stereo not drawn)	-23.6%
Cc1cc(C(=O)OCC(=O)N2CC(=O)Nc3ccccc32)c(C)n1-c1ccc(F)cc1	-5.5%
COc1cccc2c3c(c(C)nc12)CC(CO)O3 (stereo not drawn)	-7.5%
CCOC(=O)N1CCN(Cc2nc3ccc([N+](=O)[O-])cc3c(=O)n2-c2cccc(OC)c2)CC1	-4.6%
Nc1nnc(CC(=O)N/N=C/c2ccc([N+](=O)[O-])cc2)s1	-6.4%[57.5 µM]
Cc1cccc(C)c1NC(=S)N/N=C/c1ccc(C(=O)O)cc1	6.8%[57.5 µM]
CCn1c(C)cc(/C=C2/NC(=O)N(Cc3ccccc3F)C2=O)c1C	6.4%
Cc1nn(-c2ccccc2)c(Cl)c1C(=O)N1CCN(C)CC1	-3.2%
CC1CCCC(C)N1C(=S)SCC(=O)O (stereo not drawn)	-1.6%
